GLP-1R agonist: activates the human GLP-1 receptor | P43220 | HEK293 GLP-1R CRE-luciferase, luminescence, 4-6 h; cells express a hypersensitive GLP-1R form | Potency, µM (highest dose often 45.6 µM), for inactives: at the highest dose activation, usual class: activators | 380,000 compounds, 0.007% hits | AID 624172; further: potency means the concentration at half of the fitted maximal effect; % of control where 0% means no effect
Target sequence (P43220 whole entry, looked up): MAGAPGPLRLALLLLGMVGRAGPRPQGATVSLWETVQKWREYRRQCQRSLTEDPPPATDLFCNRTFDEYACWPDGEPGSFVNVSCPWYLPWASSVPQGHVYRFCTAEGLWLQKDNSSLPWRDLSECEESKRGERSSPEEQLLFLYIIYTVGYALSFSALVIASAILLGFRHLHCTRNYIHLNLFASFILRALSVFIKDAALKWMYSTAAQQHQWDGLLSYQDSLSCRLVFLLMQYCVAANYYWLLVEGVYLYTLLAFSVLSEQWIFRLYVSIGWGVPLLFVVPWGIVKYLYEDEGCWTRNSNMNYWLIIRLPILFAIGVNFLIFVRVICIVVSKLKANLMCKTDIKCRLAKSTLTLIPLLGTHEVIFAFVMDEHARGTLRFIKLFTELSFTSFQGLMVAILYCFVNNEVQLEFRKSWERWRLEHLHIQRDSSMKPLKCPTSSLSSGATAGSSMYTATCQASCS
KB-3-1 cytotox: kills parental KB-3-1 adenocarcinoma cells; KB-3-1 viability, CellTiter-Glo ATP luminescence, 72 h; Potency, µM (top dose mostly 46.1 µM), for inactives: at the highest dose activity change, negative = cytotoxic, most hits filed as cytotoxic; 400,000 compounds, 1.4% hits; AID 1347075; further: potency means the concentration at half of the fitted maximal effect; on the % scale 0 is the no-effect control and ±100 the full control effect; nearly all actives have a fitted effect of over 60% in size
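Viability of parental KB-3-1 cells, measured by CellTiter-Glo luminescence, followed a 72 h incubation at 37 °C with pinned compounds in phenol-red-free DMEM containing 10% FBS.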
HT1080 IDH1KD tx: kills HT-1080 cells with IDH1 knockdown; AID 686971; HT-1080 IDH1 knockdown viability, ATP luminescence, 48 h; Potency, µM (titrated, usually from 46.1 µM), inactives show at the highest dose activity, negative = toxicity, hits mostly cytotoxic; 360,000 compounds, 2% hits;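 further: potency means the concentration at half of the fitted maximal effect; 0% = DMSO wells and -100% = cell-free medium wells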
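% activity derives from luminescence (CellTiter-Glo), normalised to DMSO and no-cell wells. HT-1080-IDH1KD cells, 750/well, had 48 h compound exposure at 37 °C.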
IL-1B inflam inh: inflammasome signaling inhibition, IL-1 beta readout; THP-1 LPS/ATP IL-1B secretion, AlphaLISA, 16 h; stronger effect = lower value; activity change, % at 57.5 µM; 360,000 compounds, 4.7% hits; AID 743279; in the data active means activity change below about -50%; inconclusive means mostly about -30% to -49%; further: on the % scale 0 is the no-effect control and ±100 the full control effect
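THP-1 cells pretreated 1 hr with compounds (up to 57.5 uM final), then stimulated with LPS (250 ng/mL final) plus ATP (1.25 mM final); secreted IL-1B measured by AlphaLISA after 16 hr, decreased signal indicating inhibition.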
DRD3 agonist: activates the human D3 dopamine receptor; 410,000 compounds, 0.58% hits; D3R DiscoveRx beta-arrestin cells, luminescence, 90 min; max activation, %; in the data active means max activation above about 30%; further: 0% is about no effect; mostly tested at two doses, the higher about 12 µM
Target sequence (P35462 whole entry, looked up): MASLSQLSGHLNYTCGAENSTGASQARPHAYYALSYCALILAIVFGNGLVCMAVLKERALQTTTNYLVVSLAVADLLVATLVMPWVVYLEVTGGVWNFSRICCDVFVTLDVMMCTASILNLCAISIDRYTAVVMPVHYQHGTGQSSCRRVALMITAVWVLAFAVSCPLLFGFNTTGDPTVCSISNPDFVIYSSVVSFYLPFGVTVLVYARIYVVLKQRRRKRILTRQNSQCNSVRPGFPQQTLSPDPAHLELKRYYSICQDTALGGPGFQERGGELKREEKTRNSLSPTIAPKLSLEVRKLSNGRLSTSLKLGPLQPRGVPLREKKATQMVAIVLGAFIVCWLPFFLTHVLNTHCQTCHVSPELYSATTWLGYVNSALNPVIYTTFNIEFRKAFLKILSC
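Agonist-mode cell screen: cells plated at 1500/well and incubated overnight at 37 °C, then exposed to library compounds for 90 min at 37 °C. Detection reagent was added for 30–60 min at room temperature, and luminescence was read.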
SW480 rereplic: inducers of DNA re-replication in SW480 colon cancer cells | 340,000 compounds, 1.8% hits | Potency, µM (doses to about 46.1 µM), inactives show at the highest dose re-replication activation, usual class: activators | SW480 DNA re-replication, Hoechst DNA content imaging, 48 h | AID 624297; further: potency means the concentration at half of the fitted maximal effect; % of control where 0% means no effect; nearly all actives have a fitted effect of over 55% in size
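First, 250 cells per well were seeded. Next, compound or vehicle (23 nL) was pinned in, plates sat 48 hr at 37 C. Finally Hoechst was added for 40 min before fluorescence scanning.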
KB-V1 MDR tox: KB-V1 MDR subline cytotoxicity; KB-V1 MDR cells viability, CellTiter-Glo, 72 h; Potency, µM (highest dose often 46.1 µM), for inactives: top-dose activity change, negative = cytotoxicity, usual class: cytotoxic; 400,000 compounds, 3.4% hits; further: potency means the concentration at half of the fitted maximal effect; on the % scale 0 is the no-effect control and ±100 the full control effect; nearly all actives have a fitted effect of over 60% in size
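Drug-selected KB-V1 cells, grown in DMEM lacking phenol red with 10% FBS, receive compound titrations; after three days at 37 degrees C, surviving cell ATP is quantified by CellTiter-Glo luminescence and responses normalized and curve-fitted.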
HT1080NT lethal: kills 2HG-producing HT-1080-NT fibrosarcoma cells | HT-1080-NT fibrosarcoma viability, CellTiter-Glo ATP luminescence, 48 h | Potency, µM (doses to about 46.1 µM), inactives show top-dose activity, negative = less viability, actives largely listed as cytotoxic | 360,000 compounds, 1.6% hits;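 further: NT is the 2HG producing partner of a matched IDH1 knockdown line; potency means the concentration at half of the fitted maximal effect; 0% = DMSO-treated cells and -100% = media-only wells without cells; nearly all actives have a fitted effect of over 55% in size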
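HT-1080-NT fibrosarcoma cells (2HG-overproducing), 750 cells/well in RPMI with 5% FBS, dosed after 2 h and incubated 48 h at 37C. CellTiter-Glo luminescence normalized to DMSO and no-cell wells; concentration-response curves fitted and classed.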
D3 antag: blocks the human D3 dopamine receptor | P35462 | D3R cells, DiscoveRx beta-arrestin luminescence, antagonist mode; stronger effect = lower value | max response, negative = inhibition, % | 360,000 compounds, 2.5% hits; in the data active means max response below about -50%; inconclusive means no clear call, values can overlap the other calls; further: on the % scale 0 is the no-effect control and ±100 the full control effect; mostly tested at two doses, the higher about 12 µM
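Cells plated overnight at 1500 cells/well, then exposed to library compounds with dopamine controls for 90 minutes at 37 degrees C. DiscoveRx reagent added for 30–60 minutes at room temperature; luminescence read, quantitative HTS format.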
The depositor's hits bear a star; ? = inconclusive; · = not tested or not shown; & = joins results of further samples. Unless noted, the call rests on the fitted dose curve; in most records, active means well fitted curve in the direction sought with a large enough effect; inconclusive means small, poorly fitted or top-dose-only effect, or another doubt; inactive means no such curve, though single readings can be large; an effect the other way counts as inactive or inconclusive.

Start of the data: the first two records, ahead of the listing:
entry	SMILES	GLP-1R agonist	KB-3-1 cytotox	HT1080 IDH1KD tx	IL-1B inflam inh	DRD3 agonist	SW480 rereplic	KB-V1 MDR tox	HT1080NT lethal	D3 antag
1	Nc1cc(=O)[nH]c(SCc2csc(-c3ccccc3)n2)n1	5%	?	-2%	-12	6	0%	16µM*	-4%	7
2	O=C(O)c1ccccc1C(=O)NC1=NN(c2ccccc2)CC1	-4%	-6%	-7%	-2	0	-11%	18%	0%	4

Main list, previewed entries included:
entry	SMILES	GLP-1R agonist	KB-3-1 cytotox	HT1080 IDH1KD tx	IL-1B inflam inh	DRD3 agonist	SW480 rereplic	KB-V1 MDR tox	HT1080NT lethal	D3 antag
1	Nc1cc(=O)[nH]c(SCc2csc(-c3ccccc3)n2)n1	5%	?	-2%	-12	6	0%	16µM*	-4%	7
2	O=C(O)c1ccccc1C(=O)NC1=NN(c2ccccc2)CC1	-4%	-6%	-7%	-2	0	-11%	18%	0%	4
3	NC(=O)CSc1nnc(Cc2ccc3c(c2)OCO3)o1	-1%	-4%	4%	26	-5	-14%	0%	1%	0
4	COc1ccc(C=O)cc1COc1c(F)c(F)cc(F)c1F	5%	0%	-4%	16	-2	?	-5%	-9%	0
5	CCOC(=O)CNC(=O)CSc1nnc(Cn2c(=O)sc3ccccc32)n1C	11%	-2%	-2%	16	-5	-6%	5%	0%	8
6	CC(C)c1c(O)c2c(n(-c3ccccc3)c1=O)CCCC2	5%	-6%	-1%	8	7	-4%	26%	8%	5
7	CCCC(=O)Nc1ccc(NC(=O)C2CC2)cn1	0%	-2%	1%	-28	-1	2%	-16%	-5%	-10
8	C=C1CCN([C@@H](CC(C)C)C(=O)N2CCCC2)S(=O)(=O)c2ccccc21	11%	11%	4%	14	1	-4%	?	0%	16
9	Cc1oc(-c2ccccc2F)nc1CS(=O)CC(=O)NCc1ccccn1 (stereo not given)	2%	-3%	-5%	0	7	-14%	6%	0%	-20
10	O=C(CC1C(=O)NCCN1Cc1ccc(-c2ccccc2)cc1)NCCc1ccccn1 (stereo not given)	7%	6%	4%	9	2	7%	18%	-1%	0
11	COc1ccc(NS(=O)(=O)c2cc(NC(=O)Cc3c(F)cccc3Cl)ccc2OC)cc1	-6%	·	-7%	-5	7	0%	·	-14%	-19
12	Nc1nn2c(-c3ccccc3)cc(=O)[nH]c2c1N=Nc1ccc(Br)cc1	-4%	0%	-2%	6	0	-1%	-6%	-6%	?
13	CCNC(=S)N1CCC(c2nc3ccccc3s2)CC1	-3%	1%	2%	-11	5	-1%	?	-6%	45
14	CCCC(OC(=O)CN1C(=O)COc2ccccc21)C(=O)NC1CCCC1 (stereo not given)	6%	-2%	8%	1	-8	-1%	?	14%	?
15	CCCCNC(=O)C[C@@H]1C[C@@]2(C(=O)OC)CC(C)(C)CC=C2N(Cc2ccc3c(c2)OCO3)C1=O	·	-10%	-15%	-16	-5	·	?	-19%	-12
16	CCC1(c2ccc(Cl)cc2)NC(=S)N(c2ccc(C)c(C)c2)N1 (stereo not given)	-6%	18%	9%	22	3	0%	16%	13%	3
17	O=C(Cc1ccccc1)N/N=C/c1ccc2c(c1)OCO2	4%	-13%	11%	-10	-7	-3%	-1%	4%	-10
18	O=c1[nH]c(O)c(C=Nc2ccc(Cl)cc2Cl)c(=O)[nH]1	13%	9%	3%	4	-5	1%	29%	5%	6
19	CSc1nc2c(c(=O)[nH]c(=O)n2C)n1Cc1ccccc1Cl	4%	-6%	-11%	0	1	-14%	3%	-7%	-1
20	Cc1ccc(NC(=O)CCCn2c(=O)oc3ccccc32)c(O)c1	1%	10%	5%	11	-2	-11%	6%	22%	-5
21	CC1CCC(NC(=O)Cn2cc3c(n2)CCCC3)CC1 (stereo not given)	10%	16%	6%	-13	-3	-7%	17%	16%	11
22	CCN(CC)C(=O)c1c([N+](=O)[O-])c(C(C)(C)C)nn1C	5%	2%	14%	-2	12	1%	15%	7%	9
23	CCCCCC(=O)N1C[C@@H](n2cc(COC(=O)c3ccccc3)nn2)[C@H](O)C[C@@H]1c1ccc(OC)cc1	10%	0%	1%	-14	4	·	0%	3%	11
24	Cc1cnc(C(=O)Nc2ccc(OC(F)(F)F)cc2)cn1	8%	15µM*	-9%	32	3	11%	?	-1%	0
25	CN1C(=O)C(N=Nc2ccccc2C(=O)O)N(C)C1=S (stereo not given)	11%	1%	-9%	3	6	0%	-1%	12%	-5
26	CC1(C(=O)NS(=O)(=O)c2ccc(Cl)cc2)CCN1C(=O)Cc1cccs1 (stereo not given)	-4%	0%	?	28	6	·	11%	?	18
27	O=C(NCCSc1ncc(-c2ccccc2)[nH]1)c1ccco1	-2%	9%	-1%	14	-13	?	5%	6%	-20
28	C[C@@H]1CN([C@@H](C)CO)C(=O)CCCn2nncc2CO[C@@H]1CN(C)S(=O)(=O)c1ccc(-c2ccccc2)cc1	5%	-3%	-2%	-4	-4	·	1%	-3%	-5
29	O=C(CN1C(=O)NC2(CCCC2)C1=O)OCCOc1ccc(Cl)cc1	-6%	7%	12%	-11	1	-1%	16%	11%	4
30	COc1cccc(C2CC(=O)C3=C(C2)Nc2ccccc2N(C(=O)CCC(=O)O)C3c2ccc(F)cc2)c1 (stereo not given)	0%	0%	-3%	-10	-7	-3%	21%	18%	3

entry	SMILES	GLP-1R agonist	KB-3-1 cytotox	HT1080 IDH1KD tx	IL-1B inflam inh	DRD3 agonist	SW480 rereplic	KB-V1 MDR tox	HT1080NT lethal	D3 antag
31	Cc1ccc(/C=N/n2cnc3sc(-c4ccccc4)cc3c2=O)o1	1%	0%	-13%	-1	-8	17%	0%	-6%	19
32	O=C(NN1CCOCC1)c1cn(-c2ccccc2)nc1-c1cccs1	6%	-5%	?	-25	4	-8%	-19%	-3%	-8
33	CC1CC(=O)NN=C1c1ccc(NCCO)c([N+](=O)[O-])c1 (stereo not given)	13%	12%	-3%	7	-10	-2%	0.13µM*	10%	-14
34	Cc1nn(-c2ccc(F)cc2)c2sc(C(=O)O)cc12	4%	-5%	-19%	25	3	-10%	-6%	12%	-1
35	CCOC(=O)N1CCN(CC(O)COc2ccc(OC)cc2C(C)(C)C)CC1 (stereo not given)	-1%	-14%	-2%	11	-5	-2%	3.7µM*	8%	5
36	CN1OC[C@@H]2CN(C(=S)Nc3ccc(C#N)cc3)[C@H](c3ccc(N4CCCCC4)cc3)C[C@@H]21	-4%	0%	1%	0	-2	·	0%	1%	0
37	CCOC(=O)c1c(NC(=O)COC(=O)c2nc(Cl)ccc2Cl)sc(C(=O)N(C)C)c1C	1%	9%	-2%	0	5	-1%	-1%	-1%	18
38	COc1ccc(C(=O)N2CCOC2CNC(=O)C(=O)NCc2ccc(C)cc2)cc1 (stereo not given)	0%	9%	2%	0	1	·	?	3%	9
39	O=C(C1=C[C@H](c2ccc(Br)cc2)C[C@H](OCc2ccc(CO)cc2)O1)N1CCN(Cc2ccc3c(c2)OCO3)CC1	-5%	?	-23%	·	-41	0%	?	-19%	0
40	CC(Sc1nc2ccccc2c(=O)n1CC1CCCO1)C(=O)N(C)c1ccccc1 (stereo not given)	14%	3%	0%	-3	-11	-1%	-2%	-8%	-27
41	COCCNC(=O)C1(C)CCN(C(=O)c2cccc(C)c2C)C1 (stereo not given)	-4%	0%	14%	12	-8	·	3%	?	0
42	CCOC(=O)N1C(=O)[C@](CC)(c2ccccc2)N1C(=O)OCC	-3%	3%	5%	-98*	4	?	-20%	13%	?
43	Cc1cccc(COc2ccc(/C=C3/C(=O)N(C)C(=S)N3C)cc2)c1	5%	-2%	10%	-16	5	-1%	4%	6%	24
44	COc1ccc(C(=O)N2CCN(C(=O)c3ccncc3)CC2)cc1	-9%	-1%	-5%	-8	-3	-8%	13%	2%	16
45	COc1ccc(NC(=O)CSc2nc3ccccc3c(=O)n2CCCN2CCC(C)CC2)c(OC)c1	8%	-2%	4%	-62*	-15	28%	-15%	-5%	-20
46	C=CCn1c(N)c(C(=O)OC(C)(C)C)c2nc3ccccc3nc21	0%	2%	-3%	?	3	?	2%	3%	16
47	COc1ccc(N2CCN(S(=O)(=O)c3ccc(-c4cnc(C5CC5)o4)cc3)CC2)cc1	-5%	0%&-8%	-3%	-16	-5&-8	-3%	9%&8%	0%	7
48	CCC1(c2ccc(F)cc2)NC(=O)N(CC(=O)Nc2cc(S(=O)(=O)N(C)C)ccc2Cl)C1=O (stereo not given)	7%	-10%	-8%	27	0	1%	24%	-2%	18
49	O=C1C2CC=C(Cl)CC2C(=O)N1CCc1c[nH]c2ccccc12 (stereo not given)	8%	-5%	-1%	3	-13	-1%	-27%	-20%	-24
50	CC1CC(C)(C)NC(=S)N1CCC(=O)NCc1ccc(Cl)cc1 (stereo not given)	2%	0%	6%	-11	-10	0%	?	12%	-19
51	CNC(=S)N1N=C(c2ccccc2)CC1c1ccccc1Cl (stereo not given)	11%	?	14%	27	3	10%	-12%	-2%	7
52	COC(=O)[C@@]1(Cc2ccccc2)[C@H]2C(=O)N(C)C(=O)[C@H]2[C@H]2CN=C(SCc3ccc(C#N)cc3)N21	-1%	9%	5%	-10	-2	3.7µM*	2%	6%	0
53	Cn1c(=O)[nH]c(=O)c2c1nc(N1CCOCC1)n2CC(O)COc1ccc2ccccc2c1 (stereo not given)	-6%	-15%	-17%	19	6	-1%	16%	-16%	2
54	COCCNC(=O)NC(=O)CN1C(=O)NC(Cc2c[nH]c3ccccc23)C1=O (stereo not given)	5%	-1%	-18%	26	-26	-10%	-6%	-14%	3
55	Cc1cc(C(=O)NCc2ccco2)on1	4%	12%	7%	10	1	-15%	6%	5%	-17
56	CC(=O)Nc1ccccc1Sc1ccccc1	-4%	-7%	7%	40	1	-4%	0%	9%	7
57	CC1CCc2c(sc(NC(=O)c3ccc(-c4ccccc4[N+](=O)[O-])o3)c2C#N)C1 (stereo not given)	4%	11%	12%	-63*	-13	10%	-14%	2%	-26
58	O=C(NCCc1ccccn1)c1ccc2nc(Cc3ccccc3F)oc2c1	5%	·	-8%	-10	3	-2%	·	12%	1

Source: PubChem BioAssay
